High-throughput results from PubChem BioAssay.
D1 agonist: activates the human D1 dopamine receptor | P21728 | HEK293 T-REx D1 cells, calcium flux, agonist mode | activation, % at 2 µM | actives 1% (n = 360,000) | AID 504660; in the data active means activation above about 30%; further: 0% is about no effect
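Tetracycline-induced HEK293 TREx D1 cells, force-coupled to calcium signalling, were dye-loaded with a no-wash calcium kit. Compound was pin-added after a 10 s baseline. Fluorescence was read kinetically at 1 cycle/s for 180 s, with calcium rises flagged as agonism.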
Vif-APOBEC3G blk: Vif-A3G binding inhibition | AID 602310 | actives 0.076% (n = 410,000) | Q9HC16 | HeLa A3G-eYFP + Vif (tagged APOBEC3G with the HIV-1 protein that degrades it), YFP fluorescence, overnight | Potency, µM (series often up to 46.1 µM), for the others: at the top dose activity, negative = active, usual class: inhibitors;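 further: potency means the concentration at half of the fitted maximal effect; on the % scale 0 is the no-effect control and ±100 the full control effect; nearly all actives have a fitted effect of over 60% in size; hits raise eYFP signal because A3G escapes Vif-driven loss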
Target sequence (Q9HC16 whole entry, looked up): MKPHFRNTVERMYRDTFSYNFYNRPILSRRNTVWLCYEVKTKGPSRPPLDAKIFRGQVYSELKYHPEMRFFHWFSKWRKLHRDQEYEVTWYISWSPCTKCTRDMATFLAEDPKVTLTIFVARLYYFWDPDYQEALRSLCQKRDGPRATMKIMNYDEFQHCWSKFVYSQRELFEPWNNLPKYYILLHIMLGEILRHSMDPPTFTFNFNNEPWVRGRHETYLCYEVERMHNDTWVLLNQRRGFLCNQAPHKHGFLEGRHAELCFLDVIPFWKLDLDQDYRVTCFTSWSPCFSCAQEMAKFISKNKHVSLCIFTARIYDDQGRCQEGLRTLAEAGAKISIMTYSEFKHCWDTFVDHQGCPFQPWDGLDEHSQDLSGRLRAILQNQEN
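HeLa cells stably expressing Vif and C-terminally eYFP-tagged A3G, seeded overnight at 37 deg C, then exposed to compound by pintool overnight at 37 deg C. Rise in yellow fluorescence (Ex 488/Em 500-530, Acumen) marks blocked Vif-driven A3G degradation.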
LDHA inh: inhibitors of human lactate dehydrogenase A. purified LDHA, NADH/diaphorase-resazurin fluorescence; active compounds read low. activity change, % (values are at about 110 or 230 µM). actives 0.15% (n = 480,000); in the data active means activity change below about -30%; inconclusive means mostly about -25% to -30%;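 further: plate controls were DMSO wells for no effect and wells without enzyme for full effect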
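Human LDH5 (2 nM) was incubated with 0.06 mM NADH and 0.2 mM pyruvate for 5 min at room temperature in Tris pH 7.4. Remaining NADH was coupled through diaphorase/resazurin, and resorufin fluorescence was read at 0 and 20 min.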
D2 potentiator: D2 dopamine receptor (human) potentiation; HEK293 T-REx D2, calcium flux, EC20 dopamine potentiation; potentiation, % at 10 µM; actives 0.34% (n = 340,000);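 active means potentiation over 3 SD above the plate norm, cut at about 30% in these data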; further: 0% is about no effect
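Tetracycline-induced Hek293 Trex D2 cells, force-coupled to calcium, loaded with no-wash calcium dye. Compound added with 180 s kinetic read for agonism, then EC20 dopamine and a further 180 s read for potentiation.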
D1 potentiator: enhances dopamine response at the human D1 receptor. P21728. HEK293 TREx D1 cells, calcium flux, dopamine EC20 potentiation. potentiation, % at 10 µM. actives 0.036% (n = 360,000). AID 504651; in the data active means potentiation above about 30%; further: 0% is about no effect
RXFP1 agonist: activates the human relaxin receptor RXFP1; Potency, µM (doses to about 57.5 µM), for the others: top-dose activation, usual class: activators; Q9HBX9; HEK293T-RXFP1 cAMP TR-FRET, 30 min; response scale: percent of porcine relaxin response, buffer zero; actives 0.3% (n = 370,000); further: potency means the concentration at half of the fitted maximal effect; on the % scale 0 is the no-effect control and ±100 the full control effect; nearly all actives have a fitted effect of over 60% in size; many of its hits are not listed in these tables
Target sequence (Q9HBX9 whole entry, looked up): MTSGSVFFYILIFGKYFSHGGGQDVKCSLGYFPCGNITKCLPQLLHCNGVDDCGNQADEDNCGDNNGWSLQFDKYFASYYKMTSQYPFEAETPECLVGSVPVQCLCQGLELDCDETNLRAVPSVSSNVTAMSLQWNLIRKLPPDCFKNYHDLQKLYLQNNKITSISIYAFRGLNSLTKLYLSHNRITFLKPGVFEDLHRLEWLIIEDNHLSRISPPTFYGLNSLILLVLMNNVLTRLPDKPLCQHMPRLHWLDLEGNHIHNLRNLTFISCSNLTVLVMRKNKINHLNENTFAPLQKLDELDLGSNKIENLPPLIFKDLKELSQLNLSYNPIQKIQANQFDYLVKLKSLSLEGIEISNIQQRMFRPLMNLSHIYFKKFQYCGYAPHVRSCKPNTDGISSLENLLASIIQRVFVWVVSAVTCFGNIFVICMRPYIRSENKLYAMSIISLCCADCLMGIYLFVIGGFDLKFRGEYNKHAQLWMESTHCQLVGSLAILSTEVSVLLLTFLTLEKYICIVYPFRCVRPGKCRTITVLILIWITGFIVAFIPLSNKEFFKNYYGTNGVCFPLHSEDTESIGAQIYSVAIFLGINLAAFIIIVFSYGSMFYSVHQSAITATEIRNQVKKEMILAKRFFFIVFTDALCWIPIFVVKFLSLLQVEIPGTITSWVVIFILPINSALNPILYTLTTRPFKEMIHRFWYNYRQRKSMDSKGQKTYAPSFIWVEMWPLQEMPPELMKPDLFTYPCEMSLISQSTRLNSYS
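Agonist response is measured as cAMP accumulation in an RXFP1-transfected HEK293T line under PDE4 inhibition. Values are scaled between buffer-only and 29 nM porcine relaxin, and EC50s come from standard Hill equation fits.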
D1 antag: blocks dopamine activation of the human D1 receptor | AID 504652 | actives 3.2% (n = 360,000) | HEK293 TREx D1 cells, calcium flux, dopamine EC80; active compounds read low | activity change, negative = inhibition, % at 10 µM | P21728; in the data active means activity change below about -30%; further: on the % scale 0 is the no-effect control and ±100 the full control effect
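Tetracycline-induced HEK293 Trex D1 cells, force-coupled to calcium, dye-loaded; compounds added and read 180 s, then EC80 dopamine added and calcium flux tracked kinetically another 180 s.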
Vif-APOBEC3F blk: Vif-A3F binding inhibition. HeLa A3F-eYFP + Vif (tagged APOBEC3F with the HIV-1 protein that degrades it), YFP fluorescence increase. Potency, µM (series often up to 46.1 µM), without a hit: at the top dose activity, negative = active. actives 0.2% (n = 390,000); further: potency means the concentration at half of the fitted maximal effect; % of control where 0% means no effect; nearly all actives have a fitted effect of over 65% in size
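HeLa cells stably expressing Vif plus C-terminally eYFP-tagged A3F were seeded, incubated overnight at 37 deg C, dosed with compound, incubated overnight again at 37 deg C. Yellow fluorescence (Ex 488/Em 500-530) reported blocked Vif-mediated A3F-eYFP degradation.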
GRP78 ERSR act: inducers of ER stress response in human glioma cells; U87-MG GRP78 promoter luciferase reporter, 16 h; Potency, µM, without a hit: at the highest dose activation, actives largely listed as activators; actives 0.02% (n = 420,000); AID 602332; further: potency means the concentration at half of the fitted maximal effect; series mostly up to about 76 µM; % of control where 0% means no effect; nearly all actives have a fitted effect of over 35% in size
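ERSR induction read as luciferase luminescence (Bright-Glo, 10 min at room temperature) in stably transfected human U87-MG glioma cells exposed to compounds for 16 h, using GRP78 as sensor.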
The depositor's hits bear a star; u = inconclusive; x = no result given; & = joins results of further samples. Unless noted, the call rests on the fitted dose curve; in most records, active means well fitted curve in the direction sought with a large enough effect; inconclusive means small, poorly fitted or top-dose-only effect, or another doubt; inactive means no such curve, though single readings can be large; an effect the other way counts as inactive or inconclusive.

#	Molecule	D1 agonist	Vif-APOBEC3G blk	LDHA inh	D2 potentiator	D1 potentiator	RXFP1 agonist	D1 antag	Vif-APOBEC3F blk	GRP78 ERSR act
1	Cc1nc(-c2ccc(S(=O)(=O)Nc3ccc(C)c(N(C)C)c3)cc2)co1	9	-3%	-1	-3	-5	-0.2%	-13	-4%	-3%
2	COC(=O)c1ccc(-c2nc3cc(N)ccc3o2)cc1	1	-1%	0	-2	6	2.1%	-2	0%	-14%
3	O=C(NCc1nc(-c2ccccc2)no1)c1ccc2c(c1)OCO2	0	-1%	-8	2	0	-2.4%	15	2%	-1%
4	COc1ccc(NC(=O)CSc2nc3c(c(=O)n2-c2ccc(C)cc2)SCC3)c(OC)c1	0	0%	-2	6	-6	0.2%	-6	9%	-3%
5	Cn1c(=O)c2c(-c3ccc(OC(F)F)cc3)cc(-c3ccccc3)nc2n(C)c1=O	2	0%	1	3	5	0.0%	0	-20%	-3%
6	Cn1c(=O)[nH]c(=O)c2c1nc(N/N=C/c1ccncc1)n2Cc1ccc(F)cc1	1	0%	3	3	-5	0.0%	-7	-35%	2%
7	Cc1ccc(-n2c(=O)cc(N3CCN(Cc4ccccc4)CC3)[nH]c2=O)cc1	-1	1%	2	1	-4	0.4%	-15	-6%	-4%
8	N#CN1CCC(NC(=O)c2ccc(C(F)(F)F)cc2)CC1	0	x	-7	x	-5	x	-1	x	x
9	O=C(Cn1[nH]c(=O)c2ccccc2c1=O)Nc1cccc(-c2nnc3n2CCCCC3)c1	2	4%	-1	-9	-8	-2.1%	-31*	0%	-3%
10	O=C(CN1CCN(c2ccccc2F)CC1)NC(=O)NC1CCCCC1	x	1%	-9	x	x	x	x	-15%	-2%
11	CC(C)n1nccc1NS(=O)(=O)c1ccccc1	2	3%	-7	2	2	-1.0%	5	-6%	-4%
12	CCOc1ccc(OCC)c(NC(=O)C2CCCN(S(=O)(=O)c3c(C)n[nH]c3C)C2)c1 (configuration not stated)	1	-4%	3	-4	x	1.4%	-1	-16%	3%
13	CC(C)(C)c1ccc(C(CC(=O)O)NC(=O)Cc2ccccc2)cc1 (configuration not stated)	2	0%	4&-5	-7	3	-0.4%	-15	u	1%
14	COC(=O)c1cc(Br)c(=O)n(Cc2ccc(OC)c(OC)c2)c1	6	-3%	-4	-2	-8	5.1%	11	-9%	-2%
15	CCOC(=O)N1CCN(S(=O)(=O)N2CCCC(C(=O)NCc3ccccc3OCC)C2)CC1 (configuration not stated)	x	1%	4&-13	x	x	x	x	-8%	-3%
16	CCCN(CCC)S(=O)(=O)c1ccc(C(=O)Nc2nnc(CSC)o2)cc1	1	2%	3	-3	-5	-0.2%	1	-1%	-1%
17	Cc1ccc(NC(=O)[C@@H](c2ccccc2)N2Cc3ccccc3C2=O)cc1	5	-8%	-1	-9	-5	-0.5%	-3	-3%	-1%
18	CSCCCNC(=O)c1ccccc1OC1CCN(S(C)(=O)=O)CC1	1	-2%	-9	-4	-3	0.8%	-1	-3%	3%
19	CN(C(=O)COC(=O)c1ccc(S(=O)(=O)N2CCOCC2)cc1)c1ccccc1	x	0%	-5	x	x	x	x	0%	-4%
20	COc1ccc(CNC(=O)c2ccc(-c3nc(CS(=O)c4ccc(C)cc4)c(C)o3)cc2)cc1 (configuration not stated)	1	-12%	2	-5	-2	-4.5%	-24	-5%	-1%

Retrieved one by one from the entries so far (two):
#	Molecule	D1 agonist	Vif-APOBEC3G blk	LDHA inh	D2 potentiator	D1 potentiator	RXFP1 agonist	D1 antag	Vif-APOBEC3F blk	GRP78 ERSR act
3	O=C(NCc1nc(-c2ccccc2)no1)c1ccc2c(c1)OCO2	0	-1%	-8	2	0	-2.4%	15	2%	-1%
14	COC(=O)c1cc(Br)c(=O)n(Cc2ccc(OC)c(OC)c2)c1	6	-3%	-4	-2	-8	5.1%	11	-9%	-2%

(further entries)
#	Molecule	D1 agonist	Vif-APOBEC3G blk	LDHA inh	D2 potentiator	D1 potentiator	RXFP1 agonist	D1 antag	Vif-APOBEC3F blk	GRP78 ERSR act
21	O=C(CSc1nnc2ccc(-c3ccc(Br)cc3)nn12)NCC1CCCO1 (configuration not stated)	0	0%	-3	-2	-3	u	7	-23%	0%
22	CC1(C)Cc2cccc(OCC(=O)NCc3ccccc3)c2O1	-1	0%	-7	x	1	0.5%	-22	-2%	-6%
23	N#Cc1ccc(NCC(=O)Nc2ccc(S(=O)(=O)N3CCCCC3)cc2)cc1	5	-1%	0	7	-4	-1.0%	8	6%	-6%
24	Cn1cc(C(=O)NC2CCCCCC2)c(=O)c2cc(S(=O)(=O)N3CCCC3)ccc21	3	1%	-2	-1	-8	4.5%	-1	1%	-3%
25	CC(C)c1ccc(C(=O)NC(=S)NCc2cccnc2)cc1	8	-1%	-3	2	-3	0.3%	-28	-1%	2%
26	CCc1nn(CC(=O)NCCCN(CC)Cc2ccccc2)c(=O)c2cc3sccc3n12	0	-1%	-10	-22	-5	0.0%	-5	-2%	-5%
27	CN(C)S(=O)(=O)c1ccc(Cl)c(NC(=O)COC(=O)/C=C/c2ccco2)c1	3	-1%	-2	0	4	3.1%	-10	-5%	1%
28	COc1ccc(/C=N/NC(=S)NCc2ccccc2)cc1OC	1	-6%	-2	10	-2	2.7%	-4	0%	-3%
29	Cc1cccc(OCCCC(=O)Nc2ccccc2C(F)(F)F)c1	1	1%	-4	-2	-3	-2.6%	-16	3%	-1%
30	CC(C(=O)Nc1ccccc1Br)c1ccc([N+](=O)[O-])cc1 (configuration not stated)	23	-5%	1	-3	4	-2.3%	14	-4%	-3%
31	COc1ccccc1CN1CCNC(=O)C1CC(=O)NC1Cc2ccccc2C1 (configuration not stated)	1	-1%	2	-23	-5	0.2%	-20	-17%	-3%
32	FC(F)Oc1ccccc1/C=N/Nc1nc2ccccc2o1	3	-8%	-3	2	8	-0.2%	-2	-11%	5%
33	Cc1nc2ccc(NC(=O)C3=NN(C)C(=O)CC3)cc2s1	x	3%	2	x	x	x	x	1%	1%
34	COc1ccc(CNC(=O)CCn2c(=O)[nH]c3ccccc3c2=O)cc1	1	2%	-3	x	-4	-0.5%	4	8%	-3%
35	Cc1nc2cc(-c3sccc3-n3cccc3)nn2c(C)c1C	x	0%	-7	x	x	2.7%	x	1%	-3%
36	COc1cc(-c2nnc(SCC(=O)NC3CCS(=O)(=O)C3)o2)cc(OC)c1OC (configuration not stated)	0	-4%	1	-3	-5	2.4%	-26	2%	-1%
37	C=CCn1c(=NC(=O)C2CCCCC2)sc2cc(NC(C)=O)ccc21	3	1%	-4	4	-1	0.6%	40	-7%	0%
38	CC1=NN(c2ccccc2)C(=O)C1N=Nc1ccccc1 (configuration not stated)	3	-5%	-5	-3	2	5.1%	-4	3%	6%
39	CCOC(=O)C1=C(Cc2ccc(C)cc2)C(=O)c2ccccc2C1=O	11	x	x	-9	-3	0.1%	6	x	x
40	C=C(C)CN(CC)C(=O)CCc1nnc(CCCc2ccccc2)o1	1	-3%	-3	6	-5	0.1%	-22	-3%	5%
41	O=C(COC(=O)c1ccc[n+]([O-])c1)Nc1ccc([N+](=O)[O-])cc1C(F)(F)F	x	4%	0	x	x	x	x	0%	-7%
42	COc1cccc(N2CCN(CC(=O)Nc3nnc(-c4ccccc4)s3)CC2)c1	2	-6%	-1	3	-5	2.2%	-2	13%	-5%
43	Cc1ccc(C2C=C(c3ccc(Cl)cc3)Nc3nc(NS(=O)(=O)c4ccccc4)nn32)cc1 (configuration not stated)	4	u	0	1	-3	0.9%	-2	u	-2%
44	CC1CCCCC1NC1=NCCCS1 (configuration not stated)	3	x	x	6	0	-2.2%	7	x	x
45	Cc1cc(C)cc(NC(=S)N2CCC(NC(=O)c3ccc(F)cc3)CC2)c1	2	-1%	-12	18	-14	-0.1%	3	11%	-6%
46	O=C(Nc1ccc(Cl)c(C(F)(F)F)c1)c1ccc2c(c1)CCN2S(=O)(=O)c1ccccc1	9	-17%	-3	0	-1	-0.8%	-5	0%	0%
47	O=C(Nc1cccc(Cl)c1)c1nc[nH]c1C(=O)N1CCc2ccccc2C1	0	-2%	-15	-26	-2	1.7%	x	-16%	-3%
48	CS(=O)(=O)N1CCC(Oc2cccc(C(=O)NCCCC3CCCC3)c2)CC1	x	-2%	1	x	x	x	x	-6%	-1%
49	COc1cc(C(=O)N2CCN(C(=O)C(Cc3cc(C)ccc3C)NC(C)=O)CC2)cc(OC)c1OC (configuration not stated)	0	-5%	-15	-5	-3	0.8%	-9	-18%	-2%
50	COc1ccc(NC(=O)c2ccc(OC)c(S(=O)(=O)N3CCCCC3C)c2)cn1 (configuration not stated)	0	2%	1	15	-2	0.1%	1	0%	0%
51	C=CCN1C(=O)/C(=C/c2ccccc2)S/C1=N/c1nccs1	3	1%	0	-1	3	-0.3%	5	-10%	-4%
52	O=C(Oc1ccc(NC2=C(Cl)C(=O)c3ccccc3C2=O)cc1)c1ccc([N+](=O)[O-])cc1	-1	1%	5	-5	-5	0.3%	5	1%	2%
53	CCCCn1nnc(NC(=O)COc2ccc(Cl)c(C)c2)n1	2	0%	-1	-8	-4	-1.5%	-22	3%	-3%
54	Cn1ccc2cc(S(=O)(=O)N3CCCN(C(=O)Nc4ccccc4Br)CC3)ccc21	6	1%	-6	-2	0	-0.6%	8	1%	0%
55	Nc1nonc1-c1noc(COc2ccccc2Cl)n1	2	-8%	-2	-10	4	1.2%	-7	-9%	6%
56	O=C(N/N=C/c1cc([N+](=O)[O-])ccc1O)c1cccc(NC(=O)c2cccc(Cl)c2)c1	2	1%	-2	-5	-5	1.2%	3	8%	-6%
57	CCN(CC)C(=O)c1ccc2c(=O)n(Cc3ccc4c(c3)OCO4)c(=S)[nH]c2c1	1	-3%	-2	0	0	2.8%	5	-15%	1%
58	O=C(NC(=O)c1ccccc1O)c1ccc(C(F)(F)F)cc1	37*	-4%	4	x	-5	1.1%	-27	4%	2%
59	O=C(CCn1cnc2onc(-c3ccc(F)cc3)c2c1=O)N1CCN(c2cccc(Cl)c2)CC1	1	0%	-2	-2	3	0.8%	-3	2%	-1%
60	CCOc1ccc(C(=O)NCC2CCCN2S(=O)(=O)c2cccs2)cc1 (configuration not stated)	2	2%	-4	18	-7	-0.1%	15	1%	-1%

Some of the compounds tested; rates above refer to the full screens.
